Bioassay records from PubChem.
HP1b chromo inh: HTS for Inhibitors of HP1-beta Chromodomain Interactions with Methylated Histone Tails. Chromobox protein homolog 1 (Homo sapiens), P83916. AlphaScreen HP1-beta / biotin-H3K9me3 peptide binding. Potency, µM (top dose mostly 114 µM), inactives show top-dose activity change, negative = inhibition, most hits filed as inhibitors. actives 0.56% (n = 390,000). AID 540317, 2011; further: nearly all actives have a fitted effect of over 70% in size; inactives centre near 23
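HP1-beta protein (50 nM final) preincubated 30 min at room temperature with biotinylated H3(1-18)K9me3 peptide (50 nM) in PBS pH 7.4, 0.01% Tween-20, then compound added for 30 min. AlphaScreen streptavidin donor/nickel chelate acceptor beads (10 ug/mL final), 30 min dark, luminescence read.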
BAZ2B block: qHTS Assay for Inhibitors of BAZ2B | AlphaScreen BAZ2B-H3K14Ac peptide displacement | actives 4.4% (n = 360,000) | Potency, µM (titrated, usually from 114 µM), for the others: top-dose activity change, negative = inhibition, actives largely listed as inhibitors | Bromodomain adjacent to zinc finger domain protein 2B (Homo sapiens), Q9UIF8; further: on the % scale 0 is the no-effect control and ±100 the full control effect; nearly all actives have a fitted effect of over 60% in size
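AlphaScreen displacement of biotin-H3(5-23)K14Ac peptide (50 nM final) from BAZ2B (50 nM final) in PBS pH 7.4, 0.01% Tween-20; complex preformed 30 min RT, then compounds (top 110 uM) 30 min RT, beads 20 min dark.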
Pin1 inhibitor: qHTS Assay to Find Inhibitors of Pin1. Potency, µM (highest dose often 115 µM), without a hit: at the highest dose activity, negative = inhibition, actives largely listed as inhibitors. Peptidyl-prolyl cis-trans isomerase NIMA-interacting 1 (Homo sapiens), Q13526. Pin1 FP peptide displacement, HiFluor488, 10 min. actives 0.009% (n = 390,000); active means well fitted inhibition curve with a large enough effect in the polarisation, with a control signal flat, not every such curve was filed as active; inconclusive means small, poorly fitted or top-dose-only effect, or effect the other way, or a change in a side signal; inactive means no such curve, though single readings can be large or run the other way; the % refers to the polarisation; further: on the % scale 0 is the no-effect control and ±100 the full control effect
G9a block: qHTS Assay for Inhibitors of Histone Lysine Methyltransferase G9a. Histone-lysine N-methyltransferase EHMT2 (Homo sapiens), Q96KQ7. G9a H3K9 monomethylation, AlphaScreen, 2 h. Potency, µM (series often up to 102 µM), without a hit: at the top dose activity, negative = inhibition, hits mostly inhibitors. actives 8.8% (n = 350,000). AID 504332, 2011; further: on the % scale 0 is the no-effect control and ±100 the full control effect; nearly all actives have a fitted effect of over 75% in size
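Using a bead-based AlphaScreen, monomethylated H3K9 product from 2 h room-temperature reactions (G9a 20 nM, peptide 500 nM, SAM 20 uM) was detected with 0.5 ug/mL rabbit anti-H3K9me1 antibody.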
BLM inh: qHTS Assay for Inhibitors of Bloom's syndrome helicase (BLM) | RecQ-like DNA helicase BLM (Homo sapiens), P54132 | recombinant BLM DNA unwinding, fluorescence dequenching | Potency, µM (doses to about 56.1 µM), for the others: at the top dose activity change, negative = inhibition, usual class: inhibitors | actives 0.2% (n = 350,000);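 further: plate controls were vehicle for no effect and no enzyme for full effect; nearly all actives have a fitted effect of over 35% in size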
Tb PGK inh: qHTS Assay to Find Inhibitors of Phosphoglycerate Kinase. PGK/GAPDH coupled, Kinase-Glo luminescence, 60 min. Potency, µM (doses to about 57.5 µM), without a hit: top-dose activity change, negative = inhibition, usual class: inhibitors. actives 0.043% (n = 380,000). AID 602233, 2012; further: on the % scale 0 is the no-effect control and ±100 the full control effect; nearly all actives have a fitted effect of over 60% in size
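Recombinant glycosomal PGK reaction used 1,3-bisphosphoglycerate generated in-well by GAPDH (100nM final) in 100mM TEA pH 7.6, 5mM MgCl2, 0.01% Tween-20. After 60 minutes at room temperature, ATP was read by Kinase-Glo Plus luminescence end-point.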
Pol iota inh: qHTS for Inhibitors of Polymerase Iota; DNA polymerase iota (Homo sapiens), Q9UNA4; Pol iota fluorescent replication assay, 10 min; Potency, µM (doses to about 115 µM), for the others: at the highest dose activity, negative = inhibition, actives largely listed as inhibitors; actives 1% (n = 390,000); AID 588590, 2011
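Fluorescent replication assay read twice, at 0 min and 10 min after adding 50 nM (final) substrate. Enzyme (10 nM) and compounds were first incubated 15 min at room temperature; enzyme-free buffer wells were negative controls.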
GLS inh: qHTS for Inhibitors of Glutaminase (GLS); Glutaminase kidney isoform, mitochondrial (Homo sapiens), O94925; GLS enzymatic activity, qHTS titration; Potency, µM (highest dose often 45.5 µM), for the others: at the top dose activity change, negative = inhibition, hits mostly inhibitors; actives 0.21% (n = 410,000); further: on the % scale 0 is the no-effect control and ±100 the full control effect
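Compounds were pin-transferred onto hKGA, after which L-glutamine (1 mM solution) and a detection mix of glutamate oxidase, HRP and Amplex Red were added. Initial and 30 min RT fluorescence reads were collected.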
JMJD2A Tudor inh: qHTS Assay for Inhibitors of JMJD2A-Tudor Domain; Lysine-specific demethylase 4A (Homo sapiens), O75164; AlphaScreen JMJD2A-Tudor / H3K4me3 peptide binding; Potency, µM (highest dose often 114 µM), for the others: top-dose activity change, negative = inhibition, usual class: inhibitors; actives 4.4% (n = 390,000); AID 504339, 2011; further: on the % scale 0 is the no-effect control and ±100 the full control effect; nearly all actives have a fitted effect of over 50% in size
Target sequence (O75164 whole entry, looked up, the tested form may be a part): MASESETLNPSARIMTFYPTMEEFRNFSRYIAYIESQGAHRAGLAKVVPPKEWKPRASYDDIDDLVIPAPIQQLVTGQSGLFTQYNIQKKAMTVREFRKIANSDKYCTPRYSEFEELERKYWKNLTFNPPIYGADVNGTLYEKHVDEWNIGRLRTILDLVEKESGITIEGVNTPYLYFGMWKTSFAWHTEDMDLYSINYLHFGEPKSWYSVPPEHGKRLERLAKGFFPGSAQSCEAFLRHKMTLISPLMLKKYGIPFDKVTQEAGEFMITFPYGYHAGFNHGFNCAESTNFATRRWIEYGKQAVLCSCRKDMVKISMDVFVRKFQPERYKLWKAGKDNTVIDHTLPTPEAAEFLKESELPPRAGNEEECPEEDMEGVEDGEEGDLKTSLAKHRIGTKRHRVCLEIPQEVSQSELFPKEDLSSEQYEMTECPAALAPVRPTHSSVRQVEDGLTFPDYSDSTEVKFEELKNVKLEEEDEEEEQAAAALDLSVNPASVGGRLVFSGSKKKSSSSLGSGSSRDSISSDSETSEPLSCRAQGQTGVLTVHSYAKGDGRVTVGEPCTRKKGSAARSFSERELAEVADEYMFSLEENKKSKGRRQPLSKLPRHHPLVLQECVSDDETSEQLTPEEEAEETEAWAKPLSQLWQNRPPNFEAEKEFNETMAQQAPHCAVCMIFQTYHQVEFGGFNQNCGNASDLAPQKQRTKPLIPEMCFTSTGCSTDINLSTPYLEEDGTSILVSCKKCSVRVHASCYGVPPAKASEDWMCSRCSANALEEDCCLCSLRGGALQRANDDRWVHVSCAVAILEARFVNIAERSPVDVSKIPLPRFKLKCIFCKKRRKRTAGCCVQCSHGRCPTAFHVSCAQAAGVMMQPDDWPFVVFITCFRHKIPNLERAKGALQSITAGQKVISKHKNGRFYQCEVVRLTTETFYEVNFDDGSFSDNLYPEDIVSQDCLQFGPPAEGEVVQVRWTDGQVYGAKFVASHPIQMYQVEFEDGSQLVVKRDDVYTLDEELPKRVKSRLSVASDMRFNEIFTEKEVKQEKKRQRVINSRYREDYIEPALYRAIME
* hit, by the source's call; i = inactive; ? = inconclusive; · = not tested or not shown; & = joins results of further samples; [ ] = remark or other dose. Unless noted, the call rests on the fitted dose curve; in most records, active means well fitted curve in the direction sought with a large enough effect; inconclusive means small, poorly fitted or top-dose-only effect, or another doubt; inactive means no such curve, though single readings can be large; an effect the other way counts as inactive or inconclusive. Potency means the concentration at half of the fitted maximal effect. Not all compounds are listed. The share of hits here may be higher or lower than overall.

nr | HP1b chromo inh | BAZ2B block | Pin1 inhibitor | G9a block | BLM inh | Tb PGK inh | Pol iota inh | GLS inh | JMJD2A Tudor inh | molecule
1 | 19% | -26% | ? | -34%[59 µM] | -12% | 8% | 15% | 6% | -31% | COc1cc2c(cc1OC)C(COc1cc(C)cc(C)c1)N(C(=O)C(C)(C)C)CC2 (stereo unspecified)
2 | 40%[activator] | -16% | -7% | 3% | 0% | 11% | 25% | -6% | -4% | CCC(CC)NC(=O)Cc1ccc(F)cc1
3 | 26% | -2% | 2% | · | -6% | -1% | -10% | -5% | -7% | COc1ccccc1NC(=O)CCN1C(=O)C2CC=CCC2C1=O (stereo unspecified)
4 | 43%[activator] | · | 4% | · | · | -4% | 9% | -3% | -4% | CC1(c2nnc(Cc3ccccc3)o2)CC(c2ccc(F)cc2)=NO1 (stereo unspecified)
5 | 18% | 4% | 4% | 4% | 0% | 0% | 24% | -6% | -16% | O=C(CCC(=O)N1CCOc2ccccc21)NCCCN1CCCCC1
6 | 0% | -8% | ? | 45µM* | -4% | · | 16% | -3% | -12% | COc1cccc(C2=NOC(C(=O)Nc3ccc4c(c3)OCO4)C2)c1OC (stereo unspecified)
7 | 33% | 5% | 0% | 9% | -5% | 4% | -5% | 2% | -1% | CCOc1ccc(/C=C2\CCC(C3CCCC3)C2=O)cc1OC (stereo unspecified)
8 | 19% | · | -1% | · | · | -5% | 56%[activator] | -16% | -18% | OCCN(CCO)c1cc2c3ccccc3ccc2c2ccccc12
9 | 32% | 0% | -2% | -3%[59 µM] | -1% | · | -2% | 1% | 1% | COc1ccc(-n2ncc3c2ncn2nc(Cc4ccccc4)nc32)cc1
10 | 76%[activator] | · | 16% | · | · | -7% | -27% | 1% | -19% | Cc1ccccc1-c1cc(C(=O)NCc2cccc(C(F)(F)F)c2)n(CC2CC(c3cccnc3)=NO2)n1 (stereo unspecified)
11 | 25% | 5% | 5% | -14%[59 µM] | -8% | -1% | 11% | 4% | ? | O=c1c2c(nc3n1CCCCC3)-c1ccccc1CC21CCCC1
12 | 47%[activator] | 2% | 0% | -3%[59 µM] | -8% | -1% | -1% | -6% | -1%[11.4 µM] | CCOC(=O)c1ccc2nc(NC(=O)c3ccco3)sc2c1
13 | 46%[activator] | 11% | -2% | 18%[59 µM] | -7% | 4% | -13% | 4% | 3% | Cc1ccc(C2CCN(C(=O)Nc3ccc(Cl)c(Cl)c3)C2)cc1 (stereo unspecified)
14 | 26% | -6% | 4% | ? | -3% | -4% | -10% | -2% | -4% | CCOc1ccccc1NC(=O)Cn1nc2c3cc(F)ccc3n(Cc3cccc(C)c3)cc-2c1=O
15 | 68%[activator] | · | 2% | · | · | 7% | 32% | 20% | 2% | O=S(=O)(Nc1ccccc1N1CCOCC1)c1ccccc1C(F)(F)F
16 | 30%[activator] | -12% | 5% | 38% | -2% | 4% | 52%[activator] | 12% | 11% | Cc1ccc2c(c1)nnn2C1CCN(C(=O)NCc2ccccc2)CC1
17 | 43%[activator] | · | 4% | · | · | -1% | -3% | 0% | -10% | COc1cc(OC)cc(C(=O)NC(C(=O)NCCc2ccccn2)C(C)C)c1 (stereo unspecified)
18 | 15% | -27% | ? | -22%[59 µM] | -11% | -2% | ? | -33% | -20% | Cc1ccc(NC(=O)c2cc(S(=O)(=O)NC3CCCCC3)ccc2F)cc1Cl
19 | 19% | 28µM* | 9% | · | -10% | -2% | 1% | 13% | ? | O=C(c1ccccc1)N1CCN(c2ccc([N+](=O)[O-])cc2-n2cccc2)CC1
20 | 8% | -33% | 5% | · | 0% | -2% | -1% | 0% | -24% | Cc1ccc(NS(=O)(=O)c2c(C)ccc3nsnc23)c([N+](=O)[O-])c1
21 | 27%[57 µM] | 6% | 1% | 11%[59 µM] | -3% | 2% | -2% | 1% | 3% | CCC(=O)N1CCc2cc(CNS(=O)(=O)c3ccc(NC(=O)CC(C)C)cc3)ccc21
22 | 154%[activator] | 286%[activator] | 11% | 197%[activator] | -3% | -2% | 38%[activator] | -2% | 181%[activator] | Cc1cccc(S(=O)(=O)N2CCCc3ccccc32)c1
23 | 53%[activator] | -1% | -3% | -4%[59 µM] | · | -9% | -18% | -3% | 6% | CCNS(=O)(=O)c1ccc(C(=O)OCC(=O)N2CCCc3ccccc32)cc1
24 | 28% | 10% | 8% | ? | -8% | -2% | -19%[58.9 µM] | -7% | -18% | CC(=O)NC1C(=O)N(C)c2ccc(Br)cc21 (stereo unspecified)
25 | 7% | · | 7% | · | · | i | ? | -4% | -17% | CC(C)C[C@H]1CNC(=S)N1CC1CCCN1C[C@H](Cc1ccc(O)cc1)N1C[C@H](Cc2ccccc2)N(CC2CCCCC2)C1=S (stereo partly specified)
26 | 48%[activator] | 0% | 0% | -12%[59 µM] | -1% | -4% | 26% | 0% | -15%[57.1 µM] | O=C(CSc1nnc(-c2ccco2)n1Cc1ccco1)NCc1cccs1
27 | 23% | -14% | ? | ? | -7% | 7% | 38%[activator] | -8% | -10% | CC(C)OCCCn1c(=NC(=O)c2cccs2)c(C#N)cc2c(=O)n3ccccc3nc21
28 | 22% | -3% | 2% | 22µM* | -5% | -13% | ? | 0% | -23% | O=C(Nc1ccc2c(c1)nc1n2CCN(Cc2ccccc2)C1)NC1CCCCC1
29 | -8% | -23% | ? | 6.3µM* | -1% | i | 28% | 10% | -35% | COc1ccc(N=Cc2[nH]c3ccccc3c2O)cc1
30 | 35% | · | 8% | · | · | -1% | -16% | -6% | 21% | Cc1ccc(S(=O)(=O)N(C)c2ccc(OC(=O)c3cccs3)cc2)cc1
31 | -8% | -30% | 4% | 5µM* | -1% | -8% | 21% | 30%[activator] | -34% | CCN(c1ccc(NC(=O)CCNC(=O)c2ccco2)cc1)C(C)C
32 | 131%[activator] | -1% | 2% | · | -6% | -12% | 22% | 0% | 44%[activator] | Cc1ccc(-c2nn(-c3ccccc3)cc2CNCc2ccccc2)cc1

From no. 27 up to 32, copied from above:
nr | HP1b chromo inh | BAZ2B block | Pin1 inhibitor | G9a block | BLM inh | Tb PGK inh | Pol iota inh | GLS inh | JMJD2A Tudor inh | molecule
27 | 23% | -14% | ? | ? | -7% | 7% | 38%[activator] | -8% | -10% | CC(C)OCCCn1c(=NC(=O)c2cccs2)c(C#N)cc2c(=O)n3ccccc3nc21
28 | 22% | -3% | 2% | 22µM* | -5% | -13% | ? | 0% | -23% | O=C(Nc1ccc2c(c1)nc1n2CCN(Cc2ccccc2)C1)NC1CCCCC1
29 | -8% | -23% | ? | 6.3µM* | -1% | i | 28% | 10% | -35% | COc1ccc(N=Cc2[nH]c3ccccc3c2O)cc1
30 | 35% | · | 8% | · | · | -1% | -16% | -6% | 21% | Cc1ccc(S(=O)(=O)N(C)c2ccc(OC(=O)c3cccs3)cc2)cc1
31 | -8% | -30% | 4% | 5µM* | -1% | -8% | 21% | 30%[activator] | -34% | CCN(c1ccc(NC(=O)CCNC(=O)c2ccco2)cc1)C(C)C
32 | 131%[activator] | -1% | 2% | · | -6% | -12% | 22% | 0% | 44%[activator] | Cc1ccc(-c2nn(-c3ccccc3)cc2CNCc2ccccc2)cc1

Following part
nr | HP1b chromo inh | BAZ2B block | Pin1 inhibitor | G9a block | BLM inh | Tb PGK inh | Pol iota inh | GLS inh | JMJD2A Tudor inh | molecule
33 | 7% | ? | -8% | · | -1% | -1% | -11%&-2% | 8% | ? | COC(=O)c1cc(-c2c(-c3cc(OC)c(OC)c(OC)c3)noc2C)cc([N+](=O)[O-])c1
34 | 32% | 10% | 9% | ? | -2% | 3% | 15% | 2% | -5% | COc1ccccc1NC(=O)Cc1noc(CSc2nnc(C)s2)n1
35 | -8% | 1% | 2% | 1% | -3% | ? | 59%[activator] | 3% | -19% | CCOc1ccc(/C=N/NC(=O)c2ccoc2C)cc1OC
36 | 17% | ? | -6% | 28µM* | · | -9% | 9% | 4% | -23% | O=C(COC(=O)c1ccccn1)NCc1ccc(Cl)cc1Cl
37 | 66%[activator] | 0% | 16% | 5%[59 µM] | -3% | · | 36%[activator] | -11% | 5% | CCn1c(C(=O)Nc2cc(Cl)ccc2C)cc2sc(Cl)cc21
38 | 16% | 1% | 0% | -5% | -2% | -4% | 13% | -2% | -6% | CCn1c(SCC(=O)NC2CC2)nnc1-c1ccc(C)cc1
39 | 18% | -8% | -1% | 1% | 0% | -1% | 2% | 8% | -1% | CCOC(=O)c1cnc(SC)nc1Oc1cccc(NS(=O)(=O)c2ccccc2)c1
40 | 22% | -9% | 7% | -31%[59 µM] | 1% | 6% | ? | 1% | -13% | CS(=O)(=O)n1nc(-c2ccco2)nc1NCc1ccccc1Cl
41 | 41%[activator] | 6% | -3% | · | -3% | i | 24% | -27% | 21% | Cc1ccccc1OCCC(=O)N1CCN(S(=O)(=O)c2ccccc2F)CC1
